TRPC6 inhibitor – blocks the mouse TRPC6 cation channel | Q61143 | AID 2553 | 310,000 tested, 1.1% active | HEK293-TRPC6, membrane potential dye, ACh-evoked depolarization; active compounds read low | B-score at 10 µM;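 active = B-score under library mean minus 3 SD, initial fluorescence not abnormally high, positive integrated signal ratio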;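 note: B-score derived from integrated fluorescence ratio over the kinetic read; more negative B-score means stronger inhibition of depolarization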
TMEM16A act – activators or potentiators of mouse TMEM16A chloride channel; 340,000 tested, 0.3% active; HEK293 TMEM16A/YFP-H148Q/I152L, iodide quench fluorescence; active compounds read low; Q8BHY3; B-score at 10 µM;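 active = fluorescence-ratio B-score plate-corrected deviation score at least 3 library SD below zero, with starting fluorescence score within 5 deviations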;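 note: channel opened by trigger with iodide after compound preincubation; score built on the fluorescence ratio of max minus min over baseline; more negative score means more quench and so TMEM16A activation or potentiation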
MrgX1 ag – agonists of human MrgX1 receptor. Q96LB2. MrgX1-HEK293 cells, Fluo-4 calcium fluorescence, agonist mode; active compounds read high. B-score at 10 µM. 310,000 tested, 0.44% active. AID 588627;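 active = calcium response B-score plate-corrected fluorescence ratio at least 3 library SD, with starting fluorescence B-score inside 5 SD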
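Material: MrgX1-expressing HEK293 cells / Dosing: compound as first of three additions / Incubation: overnight seeding, then 1 h dark dye loading / Signal: Fluo-4 NW calcium fluorescence / Evaluation: B-scored fluorescence response ratio / Benchmarks: positive and negative control wells on each plate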
MrgX1 allo act – allosterically activates human MrgX1 receptor signaling; MrgX1-HEK293, Fluo-4 calcium flux, FDSS; active compounds read high; B-score at 10 µM; 310,000 tested, 0.63% active; AID 588675;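 active = plate-corrected calcium response at least 3 library SD above typical, normal starting fluorescence, not activating the receptor alone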;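 note: compound read alongside a low EC10 to EC30 dose of BAM8-22 agonist; peak minus trough fluorescence over baseline measured at the second addition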
TRPC4 agonist – TRPC4 (mouse) channel activation; 310,000 tested, 0.49% active; AID 2237; HEK293 TRPC4beta/mu-opioid, Fluo4 calcium fluorescence; active compounds read high; B-score at 10 µM; Q9QUQ5;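 active = B-score above 5 SD of library B-scores, and initial fluorescence ratio not above library mean plus 5 SD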;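 note: positive B-score marks a calcium rise read as TRPC4 activation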
Target sequence (Q9QUQ5 whole entry, looked up): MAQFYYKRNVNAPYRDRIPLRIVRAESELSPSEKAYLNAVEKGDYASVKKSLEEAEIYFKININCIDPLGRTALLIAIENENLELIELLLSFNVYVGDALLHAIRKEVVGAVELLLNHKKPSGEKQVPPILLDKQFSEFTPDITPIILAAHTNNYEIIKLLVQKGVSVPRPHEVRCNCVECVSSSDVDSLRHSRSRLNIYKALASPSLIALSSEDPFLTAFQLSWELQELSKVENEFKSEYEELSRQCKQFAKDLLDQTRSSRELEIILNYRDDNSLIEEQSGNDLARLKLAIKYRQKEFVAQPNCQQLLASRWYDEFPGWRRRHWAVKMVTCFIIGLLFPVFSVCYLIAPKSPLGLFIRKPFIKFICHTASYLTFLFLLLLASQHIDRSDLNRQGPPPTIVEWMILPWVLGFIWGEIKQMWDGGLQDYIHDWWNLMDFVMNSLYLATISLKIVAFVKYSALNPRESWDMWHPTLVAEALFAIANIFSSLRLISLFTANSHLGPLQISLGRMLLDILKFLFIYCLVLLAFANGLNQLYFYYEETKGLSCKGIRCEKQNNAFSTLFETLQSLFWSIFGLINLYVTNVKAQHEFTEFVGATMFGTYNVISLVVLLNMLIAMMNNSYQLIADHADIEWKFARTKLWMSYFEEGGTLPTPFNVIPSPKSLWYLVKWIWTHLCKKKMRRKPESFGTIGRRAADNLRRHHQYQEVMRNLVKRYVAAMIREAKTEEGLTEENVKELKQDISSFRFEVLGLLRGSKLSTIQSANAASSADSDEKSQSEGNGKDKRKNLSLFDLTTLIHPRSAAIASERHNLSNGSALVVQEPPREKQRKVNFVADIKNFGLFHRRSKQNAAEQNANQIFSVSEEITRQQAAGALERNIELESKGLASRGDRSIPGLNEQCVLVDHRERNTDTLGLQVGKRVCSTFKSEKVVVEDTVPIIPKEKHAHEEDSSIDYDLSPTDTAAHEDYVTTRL
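Test system: HEK293 cells stably co-expressing mouse TRPC4beta and mu-opioid receptor | Schedule: Fluo4 dye loading 45 min at room temperature, 110 s recording | Measured by: Kinetic Fluo4 calcium fluorescence, 5 s baseline at 1 Hz | Evaluation: B score of integrated ratio | Controls: Buffer (low) and maximal DAMGO (high)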
ANO1 block – inhibitors of mouse TMEM16A calcium-activated chloride channel; HEK293 TMEM16A/YFP iodide influx fluorescence, ionomycin; normalized B-score (activity score, 25-100; higher = stronger inhibition) at 10 µM; 310,000 tested, 1.2% active;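 active = ratio plate-corrected score three or more library SD toward inhibition, starting fluorescence score within five deviations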;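 note: score derived from kinetic fluorescence span divided by baseline fluorescence per well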
TRPC6 act – activates the mouse TRPC6 cation channel. AID 2550. B-score at 10 µM. HEK293-TRPC6 membrane potential dye fluorescence; active compounds read high. 310,000 tested, 0.13% active. Q61143;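 active = B-score of the integrated fluorescence ratio above library mean plus 3 SD, and starting fluorescence ratio within library mean plus 5 SD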;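 note: higher score means more depolarization so channel activation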
TRPC4 block – blocks the mouse TRPC4 cation channel. Q9QUQ5. HEK293 TRPC4beta/mu-opioid, DAMGO-evoked Fluo4 calcium flux; active compounds read low. B-score at 10 µM. 300,000 tested, 0.39% active. AID 2247;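 active = B-score over 3 SD under the library average, no early fluorescence shift, positive overall ratio signal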
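material = TRPC4beta/mu-opioid receptor HEK293 cell line | probe or stimulus = sequential submaximal and maximal DAMGO stimulation | compound dosing = one concentration per compound | measured by = Fluo4 Ca2+ flux fluorescence | evaluation = integrated fluorescence ratio relative to baseline, converted to per-well B score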
MrgX1 antagonist – human MrgX1 receptor antagonism, primary screen. Q96LB2. MRGX1-HEK293 calcium flux, Fluo-4, BAM8-22 antagonism; active compounds read low. B-score at 10 µM. 310,000 tested, 1.3% active;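 active = calcium-response B-score plate-corrected more than 3 library SD below zero, starting fluorescence within 5 deviations, no agonist response on first addition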;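 note: peak minus trough fluorescence over baseline after final BAM8-22 challenge near maximal dose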
RGS4 block – inhibitors of human RGS4; 310,000 tested, 0.45% active; B-score at 10 µM; P49798; HEK293 M3R/RGS4 inducible, Fluo-4 calcium flux; active compounds read high; triggered by carbachol at its EC20;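 active = B-score, a plate-corrected calcium signal, over three deviations above library mean, with baseline fluorescence within five deviations of library mean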;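 note: RGS4 expression induced by doxycycline in cells with stable M3 receptor; B-score is computed from the integrated fluorescence ratio over baseline after carbachol; higher B-score means a larger calcium signal and so more RGS4 inhibition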
TRPC4 potent – allosterically enhances the mouse TRPC4 cation channel | Q9QUQ5 | HEK293 TRPC4beta/mu-opioid, DAMGO EC20, Fluo-4 Ca2+ flux; active compounds read high | B-score at 10 µM | 310,000 tested, 0.42% active;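 active = B-score of calcium response area above 5 SD of library B-scores, with initial fluorescence ratio within 5 SD of library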;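 note: B-score of integrated fluorescence ratio over time as area under calcium response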
Numbers without * were called inactive.

Screening COC(=O)C1CN(S(=O)(=O)c2cc(OC)ccc2OC)CCS1 (stereo not given) returned TRPC6 inhibitor inactive, TMEM16A act inactive, MrgX1 ag inactive, MrgX1 allo act inactive, TRPC4 agonist inactive, ANO1 block inactive, TRPC6 act inactive, TRPC4 block inactive, MrgX1 antagonist inactive, RGS4 block inactive and TRPC4 potent inactive.
O=C(NCc1cccs1)C1CCCCC1 was read as TRPC6 inhibitor inactive, TMEM16A act inactive, MrgX1 ag inactive, MrgX1 allo act inactive, TRPC4 agonist inactive, ANO1 block inactive, TRPC6 act inactive, TRPC4 block inactive, MrgX1 antagonist inactive, RGS4 block inactive and TRPC4 potent inactive.
`O=C(Cc1ccc(F)cc1)Nc1nc(-c2ccc(F)c(F)c2)cs1` gave TRPC6 inhibitor inactive, TMEM16A act inactive, MrgX1 ag inactive, MrgX1 allo act inactive, TRPC4 agonist inactive, ANO1 block inactive, TRPC6 act inactive, TRPC4 block inactive, MrgX1 antagonist inactive, RGS4 block inactive and TRPC4 potent inactive.
`Cc1cccc(-n2nc(C)c3c(C(=O)O)cc(-c4cccs4)nc32)c1` gave TRPC6 inhibitor inactive, TMEM16A act inactive, MrgX1 ag inactive, MrgX1 allo act inactive, TRPC4 agonist inactive, ANO1 block inactive, TRPC6 act inactive, TRPC4 block -6*, MrgX1 antagonist inactive, RGS4 block 9.53* and TRPC4 potent inactive.
For Cc1ccc(NC(=O)CSc2nnc(Cc3cccn3C)n2-c2ccc(F)cc2)c(C)c1 the results were TRPC6 inhibitor inactive, TMEM16A act inactive, MrgX1 ag inactive, MrgX1 allo act inactive, TRPC4 agonist inactive, ANO1 block inactive, TRPC6 act inactive, TRPC4 block inactive, MrgX1 antagonist inactive, RGS4 block inactive and TRPC4 potent inactive.
Screening COc1ccc(CNC(=O)Nc2ccccc2)cc1 returned TRPC6 inhibitor inactive, TMEM16A act inactive, MrgX1 ag inactive, MrgX1 allo act inactive, TRPC4 agonist inactive, ANO1 block inactive, TRPC6 act inactive, TRPC4 block inactive, MrgX1 antagonist inactive, RGS4 block inactive and TRPC4 potent inactive.
`C=CCSc1ccsc1C(=O)O` gave TRPC6 inhibitor inactive, TMEM16A act inactive, MrgX1 ag inactive, MrgX1 allo act inactive, TRPC4 agonist inactive, ANO1 block inactive, TRPC6 act inactive, TRPC4 block inactive, MrgX1 antagonist inactive, RGS4 block inactive and TRPC4 potent inactive.
CCOc1ccccc1NC(=O)C1CCN(S(C)(=O)=O)CC1 was read as TRPC6 inhibitor inactive, TMEM16A act inactive, MrgX1 ag inactive, MrgX1 allo act inactive, TRPC4 agonist inactive, ANO1 block inactive, TRPC6 act inactive, TRPC4 block inactive, MrgX1 antagonist inactive, RGS4 block inactive and TRPC4 potent inactive.
`O=C(C1CCCN(Cc2ccccc2F)C1)N1CCCCC1` (stereo not given) gave TRPC6 inhibitor inactive, TMEM16A act inactive, MrgX1 ag inactive, MrgX1 allo act inactive, TRPC4 agonist inactive, ANO1 block inactive, TRPC6 act inactive, TRPC4 block inactive, MrgX1 antagonist inactive, RGS4 block inactive and TRPC4 potent inactive.
N#C/C(=C\Nc1ccc2cn[nH]c2c1)c1nc(-c2ccccc2)cs1 was read as TRPC6 inhibitor inactive, TMEM16A act inactive, TRPC4 agonist inactive, TRPC6 act inactive, TRPC4 block inactive, RGS4 block inactive and TRPC4 potent inactive.
COCCCNC(=S)N1CCN(C(=O)C(=O)Nc2ccc(C(=O)OC)cc2)CC1 was read as TRPC6 inhibitor inactive, TMEM16A act inactive, MrgX1 ag inactive, MrgX1 allo act inactive, TRPC4 agonist inactive, ANO1 block inactive, TRPC6 act inactive, TRPC4 block inactive, MrgX1 antagonist inactive, RGS4 block inactive and TRPC4 potent inactive.
For Cc1ccc2c(NC(=O)c3ccc(Br)o3)cccc2n1 the results were TRPC6 inhibitor inactive, TMEM16A act inactive, MrgX1 ag inactive, MrgX1 allo act inactive, TRPC4 agonist inactive, ANO1 block inactive, TRPC6 act inactive, TRPC4 block inactive, MrgX1 antagonist inactive, RGS4 block inactive and TRPC4 potent inactive.
O=C(Nc1ccccc1)c1cc(Cl)nc2ccccc12 was read as TRPC6 inhibitor inactive, TMEM16A act inactive, MrgX1 ag inactive, MrgX1 allo act inactive, TRPC4 agonist inactive, ANO1 block inactive, TRPC6 act inactive, TRPC4 block inactive, MrgX1 antagonist inactive, RGS4 block inactive and TRPC4 potent inactive.
For Cc1ccc(Cl)cc1N1CCN(Cc2nc3c(c(=O)[nH]c(=O)n3C)n2CCc2ccccc2)CC1 the results were TRPC6 inhibitor inactive, TMEM16A act inactive, MrgX1 ag inactive, MrgX1 allo act inactive, TRPC4 agonist inactive, ANO1 block inactive, TRPC6 act inactive, TRPC4 block inactive, MrgX1 antagonist inactive, RGS4 block inactive and TRPC4 potent inactive.
For CNC(=O)NC(=O)COC(=O)CCc1nc(=O)c2ccccc2n1C the results were TRPC6 inhibitor inactive, TMEM16A act inactive, MrgX1 ag inactive, MrgX1 allo act inactive, TRPC4 agonist inactive, ANO1 block inactive, TRPC6 act inactive, TRPC4 block inactive, MrgX1 antagonist inactive, RGS4 block inactive and TRPC4 potent inactive.
Screening CCOC(=O)N/N=C(\c1ccccc1)C(O)c1ccccc1 (stereo not given) returned TRPC6 inhibitor inactive, TMEM16A act inactive, MrgX1 ag inactive, MrgX1 allo act inactive, TRPC4 agonist inactive, ANO1 block inactive, TRPC6 act inactive, TRPC4 block inactive, MrgX1 antagonist inactive, RGS4 block inactive and TRPC4 potent inactive.
Nc1ccc(C(=O)NC23CC4CC(CC(C4)C2)C3)cc1 was read as TRPC6 inhibitor inactive, TMEM16A act inactive, MrgX1 ag inactive, MrgX1 allo act inactive, TRPC4 agonist inactive, ANO1 block inactive, TRPC6 act inactive, TRPC4 block inactive, MrgX1 antagonist inactive, RGS4 block inactive and TRPC4 potent inactive.
COc1ccc(C(=O)O/N=C(\N)Cc2ccc([N+](=O)[O-])cc2)c(OC)c1 was read as TRPC6 inhibitor inactive, TMEM16A act inactive, MrgX1 ag inactive, MrgX1 allo act inactive, TRPC4 agonist inactive, ANO1 block inactive, TRPC6 act inactive, TRPC4 block inactive, MrgX1 antagonist inactive, RGS4 block inactive and TRPC4 potent inactive.
Screening COc1ccc(OC)c(CN2CCC(N3CCC(C(=O)NC4CC4)CC3)CC2)c1 returned TRPC6 inhibitor inactive, TMEM16A act inactive, MrgX1 ag inactive, MrgX1 allo act inactive, TRPC4 agonist inactive, ANO1 block inactive, TRPC6 act inactive, TRPC4 block inactive, MrgX1 antagonist inactive, RGS4 block inactive and TRPC4 potent inactive.
O=C(NCc1ccncc1)c1cc(-c2ccc(Cl)cc2)oc1C(F)(F)F was read as TRPC6 inhibitor inactive, TMEM16A act inactive, MrgX1 ag inactive, MrgX1 allo act inactive, TRPC4 agonist inactive, ANO1 block inactive, TRPC6 act inactive, TRPC4 block inactive, MrgX1 antagonist inactive, RGS4 block inactive and TRPC4 potent inactive.
`CCCN1CCC(=O)N([C@H](CSc2ccc(OC)cc2)c2ccccc2)CC1` gave TRPC6 inhibitor inactive, TMEM16A act inactive, MrgX1 ag inactive, MrgX1 allo act inactive, TRPC4 agonist inactive, ANO1 block inactive, TRPC6 act inactive, TRPC4 block inactive, MrgX1 antagonist inactive, RGS4 block inactive and TRPC4 potent inactive.
For COc1ccc(/C=C/C(=O)N/C(=C\c2ccco2)C(=O)NCCc2nc3ccccc3[nH]2)cc1 the results were TRPC6 inhibitor inactive, TMEM16A act inactive, MrgX1 ag inactive, MrgX1 allo act inactive, TRPC4 agonist inactive, ANO1 block inactive, TRPC6 act inactive, TRPC4 block inactive, MrgX1 antagonist inactive, RGS4 block inactive and TRPC4 potent inactive.
CC(C)CN(CC(C)C)C(=O)Cc1coc2ccc3ccccc3c12 was read as TRPC6 inhibitor inactive, TMEM16A act inactive, MrgX1 ag inactive, MrgX1 allo act inactive, TRPC4 agonist inactive, ANO1 block 25*, TRPC6 act inactive, TRPC4 block inactive, MrgX1 antagonist inactive, RGS4 block inactive and TRPC4 potent inactive.
`O=C(CNC(=O)c1cccs1)OCC(=O)c1ccc(Cl)cc1` gave TRPC6 inhibitor inactive, TMEM16A act inactive, MrgX1 ag inactive, MrgX1 allo act inactive, TRPC4 agonist inactive, ANO1 block inactive, TRPC6 act inactive, TRPC4 block inactive, MrgX1 antagonist inactive, RGS4 block inactive and TRPC4 potent inactive.
Screening CC1(C)CC(=O)C(C=NCCCn2ccnc2)=C(O)C1 returned TRPC6 inhibitor inactive, TMEM16A act inactive, MrgX1 ag inactive, MrgX1 allo act inactive, TRPC4 agonist inactive, ANO1 block inactive, TRPC6 act inactive, TRPC4 block inactive, MrgX1 antagonist inactive, RGS4 block inactive and TRPC4 potent inactive.
Cc1cc(C)c(C(=O)/C=C/c2ccc3c(c2)OCO3)c(=O)[nH]1 was read as TRPC6 inhibitor inactive, TMEM16A act inactive, MrgX1 ag inactive, MrgX1 allo act inactive, TRPC4 agonist inactive, ANO1 block inactive, TRPC6 act inactive, TRPC4 block inactive, MrgX1 antagonist inactive, RGS4 block inactive and TRPC4 potent inactive.
Screening Cc1ccc(-c2csc3ncnc(SCc4ccc(C(=O)O)cc4)c23)cc1 returned TRPC6 inhibitor inactive, TMEM16A act inactive, MrgX1 ag inactive, MrgX1 allo act inactive, TRPC4 agonist inactive, ANO1 block inactive, TRPC6 act inactive, TRPC4 block inactive, MrgX1 antagonist inactive, RGS4 block inactive and TRPC4 potent inactive.
CO/N=C/C(c1ncc(C(F)(F)F)cc1Cl)S(=O)(=O)c1ccccc1 (stereo not given) was read as TRPC6 inhibitor inactive, TMEM16A act inactive, MrgX1 ag inactive, MrgX1 allo act inactive, TRPC4 agonist inactive, ANO1 block inactive, TRPC6 act inactive, TRPC4 block inactive, MrgX1 antagonist -8.18*, RGS4 block inactive and TRPC4 potent inactive.
CC1=C(C(=O)NC2CCCc3c2cnn3-c2ccc(F)cc2F)OCCO1 (stereo not given) was read as TRPC6 inhibitor inactive, TMEM16A act inactive, MrgX1 ag inactive, MrgX1 allo act inactive, TRPC4 agonist inactive, ANO1 block inactive, TRPC6 act inactive, TRPC4 block inactive, MrgX1 antagonist inactive, RGS4 block inactive and TRPC4 potent inactive.

The order is random. Share with any hit: about 5.8%.
